# AddAB inh: growth inhibition of E. coli expressing H. pylori AddAB, primary screen, AddAB inhibitor project, absorbance; inhibition, % at 11.9 µM; 0.29% of 330,000 active; in the data active = inhibition above about 12%;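 note: 0% = vehicle wells of infected cells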
# HTR5A inv ag: HTR5A inverse agonists in luminescence cell assay, primary screen, counter-screen for OPRM1-OPRD1 heterodimer inverse agonist project, full-deck HTS. 5-hydroxytryptamine receptor 5A (Homo sapiens), P47898. HTR5A cell line, inverse agonism. inhibition, % at 9.3 µM. 0.083% of 340,000 active. AID 504634, 2011; in the data active = inhibition mostly above about 23%, no sharp cut-off; inactive = mostly below about 18%;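 note: 0% = cells with DMSO and 100% = no-cell wells with DMSO; some compounds called inactive have numbers as strong as hits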
# HTR5A ag: HTR5A agonists in luminescence cell assay, primary screen, counter-screen for OPRM1-OPRD1 heterodimer agonist project, full-deck HTS; 5-hydroxytryptamine receptor 5A (Homo sapiens), P47898; cell-based; activation, % at 9.3 µM; 0.61% of 340,000 active; in the data active = activation mostly above about 9.5%, no sharp cut-off; inactive = mostly below about 7.6%;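 note: 0% = cells with vehicle only and 100% = reference agonist; strong numbers were not always called active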
# OPRM1-OPRD1 inv: inverse agonists of MOR-DOR heterodimerization, primary screen, cell-based, luminescence | cell-based MOR-DOR heterodimer luminescence, inverse agonism | Mu-type opioid receptor (Homo sapiens) + Delta-type opioid receptor (Homo sapiens), … | 0.21% of 340,000 active | inhibition, % at 9.3 µM | AID 504357, 2011; in the data active = inhibition above about 22%, passing the limit was not always enough;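 note: 0% = cells with DMSO and 100% = wells without cells with DMSO; values of inactives mirror those of a sister screen read the other way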
# Target sequence (P35372 whole entry, looked up): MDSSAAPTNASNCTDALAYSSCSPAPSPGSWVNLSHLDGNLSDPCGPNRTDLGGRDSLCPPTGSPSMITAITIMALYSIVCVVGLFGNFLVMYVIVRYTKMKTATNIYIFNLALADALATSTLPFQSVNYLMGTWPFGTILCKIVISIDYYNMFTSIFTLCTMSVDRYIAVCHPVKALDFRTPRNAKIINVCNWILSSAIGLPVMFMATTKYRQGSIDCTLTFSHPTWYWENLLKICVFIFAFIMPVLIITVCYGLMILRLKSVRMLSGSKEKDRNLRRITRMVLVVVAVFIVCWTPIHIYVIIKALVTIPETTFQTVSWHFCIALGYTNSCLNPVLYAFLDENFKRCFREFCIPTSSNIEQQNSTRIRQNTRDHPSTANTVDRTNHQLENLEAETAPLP
# Target sequence (P41143 whole entry, looked up): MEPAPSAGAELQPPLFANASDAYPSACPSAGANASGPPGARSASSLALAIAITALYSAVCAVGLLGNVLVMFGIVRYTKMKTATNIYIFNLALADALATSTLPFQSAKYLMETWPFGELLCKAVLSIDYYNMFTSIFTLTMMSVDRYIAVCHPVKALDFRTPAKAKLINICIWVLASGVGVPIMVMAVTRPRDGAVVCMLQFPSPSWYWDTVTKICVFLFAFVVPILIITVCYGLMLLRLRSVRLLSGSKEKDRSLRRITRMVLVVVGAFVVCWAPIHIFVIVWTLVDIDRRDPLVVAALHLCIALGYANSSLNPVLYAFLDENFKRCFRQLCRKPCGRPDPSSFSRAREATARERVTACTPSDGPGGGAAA
# DSG3 Ab inh: inhibitors of pemphigus antibody binding to DSG3, primary screen, biochemical, bead-based, flow cytometry, scFv-GFP | DSG3-coupled beads, scFv-anti-DSG3-GFP binding; hits give low values | binding (percent of control), % at 10 µM | 0.48% of 310,000 active;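 active = binding more than 3 SD below its plate's average and above zero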;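 note: hits lower antibody fragment binding to DSG3; some compounds called inactive have numbers as strong as hits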
# PKA-R1A act: activators of PKA-R1A holoenzyme, primary screen, biochemical, fluorescence polarization, Cy5-IP20, bovine R1A, mouse PKAc | cAMP-dependent protein kinase type I-alpha regulatory subunit (Bos taurus) + … | PKA-R1A dissociation; scaled: DMSO 0%, 113 µM cGMP 100% | activation, % at 11.4 µM | 0.083% of 340,000 active;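 active = percent activation above the mean of all tested compounds plus 3 SD, cut at about 19% in these data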;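 note: higher means more PKAc released from R1A so a rise in polarization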
# E coli growth: E. coli V3065 growth inhibition, primary screen, counter-screen for AddAB inhibitor project, absorbance, OD600; 18 h; inhibition, % at 11.9 µM; 0.27% of 330,000 active; AID 449728, 2010;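 active = inhibition above the campaign's mean inhibition across all tested compounds plus 3 SD, cut at about 9.9% in these data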;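 note: uninfected addAB+ strain grown without phage in ampicillin broth; 0% = DMSO wells and 100% = ciprofloxacin 0.95 µg/ml wells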
# Mot1-301 SUMO: yeast Mot1-301 growth rescue at high temperature, primary screen, SUMOylation pathway inhibitor project, S. cerevisiae, ATP luminescence, 38.5C | S. cerevisiae Mot1-301 growth rescue; percent above DMSO median, 100 means doubled | growth rescue, % at 18.8 µM | 1% of 320,000 active | AID 2716, 2010;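 active = every valid replicate shows activation above 250% relative to neutral control wells; inactive = the rest, any valid replicate at or below 250%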;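 note: OY570 slx delta 5 strain wells were the positive control but not used for scaling; some compounds called inactive have numbers as strong as hits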
# phage Ecoli inh: growth loss of phage-infected E. coli, primary screen, RecBCD inhibitor project, absorbance, with phage, HTS | AID 651602, 2012 | 0.26% of 360,000 active | inhibition, % at 11.9 µM; in the data active = inhibition above about 11%
# OPRM1-OPRD1 ag: agonists of OPRM1-OPRD1 heterodimerization, primary screen, cell-based, luminescence; 0.3% of 340,000 active; cells; activation, % at 9.3 µM; AID 504326, 2011; Mu-type opioid receptor (Homo sapiens) + Delta-type opioid receptor (Homo sapiens), …; in the data active = activation above about 18%;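 note: 0% = vehicle-treated cells and 100% = reference agonist; values of inactives mirror those of a sister screen read the other way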
# PfHsp90 yeast 2: growth inhibition of PfHsp90-expressing yeast, primary screen, antimalarial PfHsp90 inhibitor project, S. cerevisiae, BacTiter-Glo luminescence, single point, set 2; 0.32% of 310,000 active; BacTiter-Glo ATP, 48 h; yeast lacking PDR1 and PDR3 efflux regulators; inhibition, % at 9.4 µM; AID 504621, 2011;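 active = every replicate shows inhibition above about 80%, whatever the replicate mean, limit read from the data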;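 note: 0% = DMSO neutral controls and 100% = 20 µM radicicol positive controls; yeast relying on Plasmodium falciparum Hsp90 in place of its own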
# The depositor's hits bear a star; / = no result given.
SMILES,AddAB inh,HTR5A inv ag,HTR5A ag,OPRM1-OPRD1 inv,DSG3 Ab inh,PKA-R1A act,E coli growth,Mot1-301 SUMO,phage Ecoli inh,OPRM1-OPRD1 ag,PfHsp90 yeast 2
O=C(CCSc1ccc(Cl)cc1)NC1CCCCC1,-1.0,-5,2,3,99,4,-1.4,4,3.5,-0.4,28
O=C(O)c1ccccc1C(=O)N1CC=C(c2ccccc2)CC1,-1.2,13,-1,-3,111,-4,1.6,1,3.0,0.5,18
O=C1c2ccccc2C(Nc2ccc(Cl)cn2)N1c1cccnc1 (stereo unspecified),2.2,12,2,-3,74,-2,0.1,-3,2.0,0.5,22
Cc1ccc(C(=O)Nc2ccc(F)c(S(=O)(=O)N3CCOCC3)c2)s1,0.5,-1,3,9,/,2,1.1,-11,2.2,-2.3,-19
COc1ccccc1NC(=O)c1ccccc1NS(C)(=O)=O,0.6,11,2,7,106,-3,-2.2,-26,3.0,-1.7,19
CC(C)C(NC(=O)C1CCCCC1)C(=O)N1CCN(c2ccc(F)cc2)CC1 (stereo unspecified),0.5,-21,7,3,/,0,3.4,-5,1.6,-0.7,/
CCN1CCN(C(=O)c2ccccc2N(Cc2ccccc2)S(C)(=O)=O)CC1,-0.8,-8,-4,1,108,0,1.6,-1,0.7,-0.1,/
O=C(O)CCC/C=C\C[C@@H]1[C@@H](/C=C/[C@@H](O)COc2cccc(Cl)c2)[C@H](O)C[C@@H]1O,-2.1,9,-2,10,96,-9,-0.1,3,0.8,-1.8,-50
Cc1ccc(S(=O)(=O)n2c(N)nc3ccccc32)cc1,1.0,15,8,7,107,4,-1.4,20,-0.2,-1.2,-32
CN1CCN(C(=O)CSc2nnc(COc3ccccc3)o2)CC1,2.0,3,-1,1,106,1,0.8,-2,2.1,-0.2,-2
COc1ccccc1NC(=O)Cn1nc(C(F)(F)F)c2c1CCCC2,-2.7,0,5,-7,97,1,1.7,15,2.3,1.5,-4
COC(=O)Nc1sc2c(c1C(N)=O)CCCCCC2,4.0,-21,6,-13,107,0,1.9,228,2.9,2.1,5
O=C(O)CCC(=O)Nc1ccc(-c2nc3ccc(C(=O)c4ccccc4)cc3[nH]2)cc1,1.8,12,-2,6,100,-12,4.4,2,2.3,-1.1,0
CCOc1ccc(N2C(=O)CC(NCCNc3ccc(C(=O)c4cccs4)cc3)C2=O)cc1 (stereo unspecified),-2.5,5,1,18,89,1,-2.1,49,1.4,-3.4,-37
COC(=O)c1ccc2c(c1)N(Cc1nc(-c3ccc(Cl)cc3)oc1C)C(=O)C1CCCN21 (stereo unspecified),0.5,-24,0,15,92,-8,1.1,-11,3.4,-3.0,-5
C/C(O)=C(\C#N)P(=O)(c1ccccc1)c1ccccc1,-0.5,-9,4,12,/,-6,-1.0,15,3.9,-2.4,-8
Cc1ccc(C(=O)NCCc2cccc(Cl)c2)cc1[N+](=O)[O-],2.0,5,-1,-16,103,7,0.3,10,4.5,3.0,-14
CCCn1nc(C(=O)Nc2cc(S(=O)(=O)Nc3ccc(OC)cc3)ccc2O)c2ccccc2c1=O,0.2,1,0,21,96,0,-3.3,-6,1.3,-4.0,/
OCCn1c(C(F)(F)F)nc2ccccc21,0.6,1,1,13,107,-1,2.0,5,-0.5,-2.2,19
Cc1ccc(S(=O)(=O)Cc2ccc(C(=O)OCc3ccccc3)cc2)cc1,0.6,16,1,-2,102,-4,0.8,12,1.9,0.4,4
Cc1cnc2cc(Cl)ccc2c1SCC(=O)O,/,12,-3,2,100,-4,/,-2,-16,-0.3,6
COn1c(SCc2ccc(C)cc2C)nc2ccccc2c1=O,2.5,0,0,-10,/,-7,-0.3,-1,-1.2,1.9,22
Cc1ccccc1NS(=O)(=O)c1ccc2[nH]c(=O)[nH]c2c1,-1.0,/,/,/,101,/,-0.6,2,-0.1,/,4
O=C(CSc1nnc(-c2cccs2)n1CC1CCCO1)N1CCCC1 (stereo unspecified),4.1,18,4,6,99,-20,-0.8,57,3.9,-1.1,-27
CCCC(C)c1nnc(NC(=O)C2CC(=O)N(CCc3ccc(F)cc3)C2)s1 (stereo unspecified),2.1,-14,-4,-3,105,6,-2.0,75,-0.7,0.5,-15
O=C(CSc1n[nH]c(-c2ccco2)n1)Nc1ccccc1F,1.4,-13,0,8,/,-2,0.8,-2,0.6,-1.1,3
CCC(C)c1ccc(NC(=O)CC(C)=O)cc1 (stereo unspecified),0.2,-7,3,-11,99,2,-0.2,-6,1.4,2.3,1
CCOc1cc(C(=O)Nc2ccc(C(=O)NCCN(CC)CC)cc2)ccc1OCC(=O)N1CCOCC1,/,7,-1,0,112,-4,/,/,4.0,0.0,/
O=C(COC(=O)C1CCCCC1)Nc1cc([N+](=O)[O-])ccc1F,-0.8,-3,1,-4,100,3,-1.2,-21,2.6,0.8,-7
Cc1cc(C)c(C#N)c(OCC(=O)c2ccc(Br)cc2)n1,1.4,-1,0,-5,91,1,2.2,-21,0.7,1.0,-6
CC(=O)Nc1ccc(S(=O)(=O)NC2(C(F)(F)F)C(=O)Nc3c2c(=O)n(C)c(=O)n3C)cc1 (stereo unspecified),0.0,-35,0,6,101,-19,-0.2,-5,3.4,-1.1,-5
COc1cccc(C(=O)Nc2c3c(nn2-c2ccc([N+](=O)[O-])cc2)CS(=O)(=O)C3)c1,2.9,-3,-8,9,96,-8,-1.9,0,0.2,-1.6,-3
CCn1c(CNc2cccc(C(F)(F)F)c2)n[nH]c1=S,2.2,0,0,7,92,-5,-1.3,0,5.6,-1.5,6
CSCCC(NS(=O)(=O)c1ccc(C)cc1)C(=O)NNC(=O)c1csc(N2CCOCC2)n1 (stereo unspecified),/,7,-2,12,115,7,/,-7,2.4,-2.0,-27
O=C(CCN1CCN(c2ccccc2F)CC1)c1ccc(Br)cc1,3.5,-18,7,9,99,-2,-3.3,6,/,-1.8,2
CC(C)(C)c1ccc(NC(=O)N2CCN(c3ccc([N+](=O)[O-])cn3)CC2)cc1,4.5,-22,6,-16,/,-15,1.6,3,3.1,3.2,2
COCCCN=Cc1c(-c2ccccc2)[nH]n(-c2nc3ccccc3s2)c1=O,-2.0,-11,2,12,90,-3,-1.3,-1,-1.1,-2.3,5
CC1C(=O)NN=C1C(=O)N/N=C/c1cccs1 (stereo unspecified),0.9,-7,-3,3,96,-8,-4.4,260,2.8,-0.6,1
COc1ccc(C(=O)NC(C)c2cccnc2)cc1S(=O)(=O)N(C)Cc1ccccc1 (stereo unspecified),1.5,2,-1,2,101,-6,-0.5,0,2.4,-0.6,28
CC(=O)Nc1ccc(-n2nnnc2SCC(=O)NC2CCCC2)cc1,-1.7,-6,2,20,107,-1,-2.2,-11,1.4,-3.7,-9
CCCOc1ccc(C(=O)CCNc2ccc(C)c(Cl)c2)cc1,1.4,1,0,-17,98,-11,2.7,-2,0.3,2.7,21
CCN(C(=O)COc1cc(OC)ccc1C(C)=O)C1CCS(=O)(=O)C1 (stereo unspecified),1.8,6,-3,2,/,5,-1.2,-8,2.4,-0.6,-3
CCCc1ccc(NC(=O)C2CCN(c3cnccn3)CC2)cc1,2.7,2,-1,6,102,5,-1.0,/,2.6,-1.1,26
Cc1cc(C)c(NC(=O)CS(=O)CC(=O)NCCN2CCCCCC2)c(C)c1 (stereo unspecified),1.0,-2,4,-23,110,1,-1.4,4,2.3,2.8,13
COC(=O)C1=C(C)N(c2cc(C)cc(C)c2)/C(=C/c2ccco2)C1=O,4.4,19,2,5,105,4,1.5,-22,3.6,-0.9,0
O=S(=O)(N/N=C\C=C\c1ccccc1)c1ccc(Cl)cc1,0.8,-106,28*,-43,103,2,0.3,44,-0.3,7.7,-16
CCCN1CCN(CCNC(=O)Nc2ccccc2Cl)CC1,/,-8,2,11,97,-6,/,14,-1.2,-2.5,14
O=C(Cn1cc(C(F)(F)F)ccc1=O)N/N=C/c1ccc(Cl)cc1Cl,3.7,3,2,-25,101,6,2.7,-9,4.9,5.5,-3
COc1ccc(Cl)cc1NC(=O)CN(C)CC(=O)Nc1ccccc1N1CCOCC1,1.0,5,-2,-4,97,3,-2.4,-15,-0.3,0.8,-22
OC1(c2ccc(Br)cc2)CN(c2ccccc2)C2=[N+]1CCS2 (stereo unspecified),2.3,9,-3,5,115,2,-1.8,3,1.6,-1.1,-17
O=C(NCC1COc2ccccc2O1)C1CCCN(S(=O)(=O)c2cccc3cccnc23)C1 (stereo unspecified),0.9,-9,3,-1,95,7,-2.4,-2,3.3,0.3,10
CCCS(=O)(=O)c1nc(S(=O)(=O)c2ccc(C)cc2)c(N2CCN(CCO)CC2)s1,1.3,15,-4,14,/,6,-0.7,5,-0.8,-2.8,-11
CCN1C(=O)N[C@@H](c2cccc(C(F)(F)F)c2)C(C(=O)OC)=C1C,3.9,0,-1,16,96,-10,-1.2,-16,3.5,-2.9,-4
O=C1C(Cl)=C(NC2CCCCC2)C(=O)N1Cc1ccccc1,1.6,7,-3,7,79,-3,0.6,6,4.4,-1.3,29
N#Cc1ccc(C(=O)OCC(=O)Nc2cccnc2Cl)cc1,2.5,0,0,9,111,-10,-1.2,/,-1.7,-2.1,-38
CCCn1nnc(NC(=S)NC(=O)CC)n1,0.7,9,3,10,/,-3,-0.2,-9,-1.1,-1.6,-8
OCC1CCCN(C(=S)Nc2ccc(Oc3ccccc3)cc2)C1 (stereo unspecified),4.2,-4,1,-6,104,3,2.8,637,3.0,1.1,-3

# Copied from the listing, three compounds:
SMILES,AddAB inh,HTR5A inv ag,HTR5A ag,OPRM1-OPRD1 inv,DSG3 Ab inh,PKA-R1A act,E coli growth,Mot1-301 SUMO,phage Ecoli inh,OPRM1-OPRD1 ag,PfHsp90 yeast 2
COC(=O)C1=C(C)N(c2cc(C)cc(C)c2)/C(=C/c2ccco2)C1=O,4.4,19,2,5,105,4,1.5,-22,3.6,-0.9,0
O=S(=O)(N/N=C\C=C\c1ccccc1)c1ccc(Cl)cc1,0.8,-106,28*,-43,103,2,0.3,44,-0.3,7.7,-16
CCCN1CCN(CCNC(=O)Nc2ccccc2Cl)CC1,/,-8,2,11,97,-6,/,14,-1.2,-2.5,14

# Compound activity (PubChem BioAssay)
